Compound activity (PubChem)
FLuc modulator: counter-screen for miR-21 project: firefly luciferase inhibitors or activators | purified FLuc, Km substrates, luminescence inhibition | Potency, µM (titrated, usually from 57.5 µM), without a hit: at the highest dose activity change, negative = inhibition, most hits filed as inhibitors | 6.9% of 360,000 active | AID 588342;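 also: potency is read from the fitted curve at half-maximal effect; plate controls were vehicle for no effect and reference inhibitor for full effect; nearly all actives have a fitted effect of over 55% in size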
Target sequence (P08659 whole entry, looked up): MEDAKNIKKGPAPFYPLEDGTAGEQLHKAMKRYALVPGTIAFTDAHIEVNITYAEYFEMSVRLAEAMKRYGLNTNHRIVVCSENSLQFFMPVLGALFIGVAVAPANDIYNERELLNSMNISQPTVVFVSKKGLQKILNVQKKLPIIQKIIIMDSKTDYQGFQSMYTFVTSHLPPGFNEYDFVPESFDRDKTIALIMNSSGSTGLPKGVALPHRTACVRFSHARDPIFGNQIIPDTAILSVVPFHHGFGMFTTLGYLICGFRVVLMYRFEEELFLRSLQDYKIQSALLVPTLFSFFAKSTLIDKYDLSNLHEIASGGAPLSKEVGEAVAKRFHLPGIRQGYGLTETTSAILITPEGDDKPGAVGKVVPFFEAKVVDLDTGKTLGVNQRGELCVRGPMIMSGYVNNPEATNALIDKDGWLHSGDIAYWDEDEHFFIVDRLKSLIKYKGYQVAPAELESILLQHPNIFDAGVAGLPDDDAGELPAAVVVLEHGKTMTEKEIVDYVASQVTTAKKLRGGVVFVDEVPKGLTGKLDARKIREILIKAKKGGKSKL
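Purified P. pyralis luciferase, 10 nM final, with Km-level 10 uM D-luciferin and 10 uM ATP in 50 mM Tris acetate pH 7.5, 10 mM Mg acetate, 0.01% Tween-20, 0.05% BSA; 6-point qHTS titration about 60 µM downward; luminescence read.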
uPA generation: inhibitors of cell surface uPA generation. 0.31% of 330,000 active. Potency, µM (top dose mostly 38.3 µM), for the others: at the top dose activity change, negative = inhibition, most hits filed as inhibitors. cell surface uPA generation assay, qHTS; active = well fitted inhibition curve with a large enough effect; inconclusive = small, poorly fitted or top-dose-only effect; inactive = no such curve, though single readings can be large or run the other way; tested in mouse RAW 264.7 cells; also: potency is read from the fitted curve at half-maximal effect; % is scaled to controls: 0 for no effect and ±100 for the full control effect; nearly all actives have a fitted effect of over 55% in size
NPC1 prom act: NPC1 promoter activation; Huh7 NPC1 promoter luciferase reporter, 24 h; Potency, µM (doses to about 9.22 µM), without a hit: at the highest dose activation, most hits filed as activators; 2.4% of 320,000 active; AID 485313;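 also: potency is read from the fitted curve at half-maximal effect; % of control where 0% means no effect; nearly all actives have a fitted effect of over 60% in size; reporter is driven by a mutant NPC1 promoter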
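Luminescence read-out of NPC1 promoter-driven luciferase in stably transfected Huh7 cells; compounds delivered in DMSO and left 24 h at 37C, 5% CO2, qHTS titration format.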
RORg inh: ROR gamma (mouse) transcription inhibition. P51450. Drosophila S2 Gal4-RORgamma UAS-luciferase reporter, 20 h. Potency, µM (titrated, usually from 53.6 µM), for inactives: top-dose activity change, negative = inhibition, actives largely listed as inhibitors. 5.4% of 310,000 active. AID 2551; also: potency is read from the fitted curve at half-maximal effect; % is scaled to controls: 0 for no effect and ±100 for the full control effect; nearly all actives have a fitted effect of over 60% in size
Target sequence (P51450 whole entry, looked up, the tested form may be a part): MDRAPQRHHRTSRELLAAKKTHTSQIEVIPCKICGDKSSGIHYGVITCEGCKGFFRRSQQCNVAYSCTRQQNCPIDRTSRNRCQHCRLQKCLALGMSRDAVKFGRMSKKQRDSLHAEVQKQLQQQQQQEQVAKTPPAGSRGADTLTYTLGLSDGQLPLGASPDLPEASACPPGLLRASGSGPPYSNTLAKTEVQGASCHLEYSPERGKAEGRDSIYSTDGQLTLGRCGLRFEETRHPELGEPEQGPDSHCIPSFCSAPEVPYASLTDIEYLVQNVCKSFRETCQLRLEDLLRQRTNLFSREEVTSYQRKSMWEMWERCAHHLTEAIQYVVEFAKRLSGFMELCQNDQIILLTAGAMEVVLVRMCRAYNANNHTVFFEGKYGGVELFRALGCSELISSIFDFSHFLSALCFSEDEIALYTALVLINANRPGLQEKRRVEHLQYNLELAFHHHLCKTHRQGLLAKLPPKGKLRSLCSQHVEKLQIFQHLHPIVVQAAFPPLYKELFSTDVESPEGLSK
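Luminescence from a UAS-regulated Photinus luciferase reporter in stably transfected Drosophila Schneider cells is measured; decreased signal marks ROR gamma inhibition. Fusion expression is induced by 700 uM copper sulfate for 20 hr.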
Rab9 prom act: activators of Rab9 promoter; Potency, µM (doses to about 9.22 µM), without a hit: at the highest dose activation, negative = inhibition, hits mostly activators; 2.8% of 320,000 active; Huh7 Rab9 promoter-luciferase reporter, luminescence, 24 h; also: potency is read from the fitted curve at half-maximal effect; % of control where 0% means no effect; nearly all actives have a fitted effect of over 60% in size
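Quantitative HTS format; Huh7 Rab9-luciferase reporter cells (1500/well) receive compound 2 h post-plating, incubate 24 h at 37 °C, then get luciferase reagent for 10 min before luminescence reading.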
Tb PFK inh: T. brucei PFK enzyme inhibition; AID 485367; Potency, µM (series often up to 57.5 µM), without a hit: at the top dose activity, negative = inhibition, most hits filed as inhibitors; O15648; 0.17% of 330,000 active; T. brucei PFK, ADP-Glo luminescence;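 also: potency is read from the fitted curve at half-maximal effect; 0% = uninhibited 1x PFK enzyme wells and -100% = no-enzyme wells; nearly all actives have a fitted effect of over 60% in size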
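ADP-Glo luminescence quantified ADP after 45 min at room temperature, with 1.25 nM T. brucei PFK, 0.1 mM ATP and 0.5 mM fructose-6-phosphate in pH 8.0 TEA buffer. qHTS titrations up to 57 µM; curves classified by quality.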
KCNH2 3.1 inh: KCNH2 3.1 (human) potassium channel inhibition. AID 720553. U2OS KCNH2 3.1, thallium flux FluxOr; active compounds read low. 0.95% of 340,000 active. activity change, % (tested at about 1.8 µM);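 active = maximum activity change below -70%; inconclusive = maximum activity change from -70% to -50%; inactive = maximum activity change above -50%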;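 also: thallium influx rate constant from kinetic fluorescence after stimulation buffer; % is scaled to controls: 0 for no effect and ±100 for the full control effect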
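Kinetic fluorescence (2 min after stimulation buffer) measures Tl+ influx through KCNH2 3.1 expressed by viral transduction in U2OS cells; the rate constant is normalized against DMSO controls serving as positive and negative references.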
Gal4-VP16 FLuc: counter-screen for ROR gamma inhibitors: Gal4-VP16 reporter. Drosophila S2 Gal4-VP16 UAS-luciferase, luminescence, 20 h. Potency, µM (titrated, usually from 53.6 µM), without a hit: top-dose activity, negative = inhibition, hits mostly inhibitors. 3.5% of 310,000 active;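 also: Gal4-VP16 expression switched on by copper sulfate through the metallothionein promoter; potency is read from the fitted curve at half-maximal effect; % is scaled to controls: 0 for no effect and ±100 for the full control effect; nearly all actives have a fitted effect of over 50% in size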
ELG1 genotoxic: induces genotoxicity in HEK293T cells with luciferase-tagged ELG1 | HEK293T ELG1-luciferase reporter, luminescence, 16 h | Potency, µM (highest dose often 46 µM), for inactives: at the top dose activity change, positive = activation, most hits filed as activators | 1.3% of 330,000 active | AID 504466; also: potency is read from the fitted curve at half-maximal effect; % of control where 0% means no effect; nearly all actives have a fitted effect of over 60% in size
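After overnight (16 hr) compound treatment at 37 °C, ELG1-luciferase HEK293T cells were lysed with ONE-Glo; luminescence quantified 30 min later at room temperature.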
FBPA coupling cs: coupling enzyme interference in Giardia aldolase counter-screen | coupling enzyme system counterscreen, AmpLite Red fluorescence | activity change, negative = inhibition, % at 58.2 µM, hits read low | 0.67% of 290,000 active | AID 2472; in the data active = activity change below about -30%; also: % is scaled to controls: 0 for no effect and ±100 for the full control effect
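First, compound is pin-transferred into glyceraldehyde-3-phosphate coupling-enzyme reagent at 57.5 uM final and held 10 min at RT. Next, substrate, coupling system and AmpLite Red are added. After 20 min RT, fluorescence (525/598 nm) is read.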
Giardia killer: kills Giardia lamblia. 0.15% of 340,000 active. AID 540267. activity change, % at 7.66 µM, hits read low. Giardia lamblia trophozoite viability; in the data active = activity change below about -80%; inconclusive = between about -30% and that limit;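 also: parasites exposed to compound for two days anaerobically before the ATP read; % is scaled to controls: 0 for no effect and ±100 for the full control effect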
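Trophozoite viability was measured as ATP-dependent luminescence, read 15-30 min after reagent addition. Before that, parasites at 100 cells/well were exposed to compounds for 48 h, anaerobically, at 37 deg C.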
Active calls of the source: *; ? = inconclusive; · = no result given; & = joins results of further samples; [ ] = another dose, or the depositor's remark. Unless noted, calls follow the shape of the dose curve; as a rule, active = well fitted curve in the direction sought with a large enough effect; inconclusive = small, poorly fitted or top-dose-only effect, or another doubt; inactive = no such curve, though single readings can be large; an effect the other way counts as inactive or inconclusive.

SMILES	FLuc modulator	uPA generation	NPC1 prom act	RORg inh	Rab9 prom act	Tb PFK inh	KCNH2 3.1 inh	Gal4-VP16 FLuc	ELG1 genotoxic	FBPA coupling cs	Giardia killer
COc1ccc(-c2csc(NC(=S)NC(=O)/C=C/c3ccco3)n2)cc1Br	2%	-12%	-23%	7.9µM*	-27%	5%	-4	?	?	2	?
N#Cc1c(-c2ccccc2)nc2n(-c3ccccc3)nc(C(=O)Nc3ccccc3)n2c1=O	1%	8%	-1%	-14%	-1%	1%	-2	0%	-7%	-1	11
Cc1ccc(NC(=O)[C@@]2(CC(=O)O)CC(/C=C/c3ccccc3)=NO2)c(C)c1	0%	0%	0%	-8%	-2%	-5%	-2	-8%	0%	9	-8
CCCN1CCN(C(=O)C2CCN(c3nnc(C)c4c(C)n(-c5ccc(C)cc5)nc34)CC2)CC1	-1%	?	-4%	11%	-8%	2%	3	1%	0%	-4	-19
C=CCOc1ccc(C2/C(=C(/O)c3ccc(OC)cc3)C(=O)C(=O)N2CCN2CCNCC2)cc1 (stereo not given)	3%	0%	0%	5%	-5%	-2%	-1	5%	0%	0	6
Cc1cc(C)c(C)c(SCC(=O)Nc2oc(C)c3c(C)n[nH]c(=O)c23)c1C	1%	4%	-3%	·	-8%	12%	-3	·	-9%	·	4
N#Cc1ccccc1NC1=CC(=O)CCC1	4%	·	0%	-20%	-5%	-7%	-2	-3%	-3%	1	1
CCOc1ccc(S(=O)(=O)Nc2cccc(C(=O)NCC3CCCO3)c2)cc1 (stereo not given)	6%	-4%	-2%	·	-3%	17%	-2	·	-3%	·	16
O=C(c1ccco1)N1CCN(c2nc(C3CC3)nc3sc4c(c23)CCCC4)CC1	?	-26%	0%	3%	-9%	0%	0	0%	-7%	2	2
O=C(O)CC1NCCc2ccccc21 (stereo not given)	0%	1%	2%	2%	-3%	1%	-13	0%	0%	2	-22
COc1ccc(C(=O)NNC(=O)C(=O)Nc2cccc3ccccc23)cc1	-8%	0%	-1%	-36%	10%	2%	15	-4%	4%	4	-10
COC(=O)Cc1c(C)nc2nc(Cc3ccccc3)[nH]n2c1=O	5%[2.3 µM]	5%	-1%	-11%	-2%	3%	-39	-6%	-3%	1	5
COc1cccc(CN(CC(=O)NCc2ccccc2)S(=O)(=O)CCl)c1	1%	0%	-2%	·	1%	-4%	-6	·	1%	·	-7
COc1cccc(C(=O)N(Cc2ccc3c(c2)OCO3)Cc2nc3ccccc3c(=O)[nH]2)c1	-2%	6%	-1%	-5%[10 µM]	2%	-6%	1	?	-7%	-2	-3
Cc1oc(/N=C/c2ccc(Cl)cc2Cl)c(C#N)c1C	-3%	5%	3%	6%[10 µM]	3%	2%	-9	-1%	3%	0	3
Cc1nc(N2CCc3ccccc3C2)[nH]c(=O)c1Cc1ccccc1	0%	0%	6%	44%	1%	4%	12	2%	0%	4	4
O=C1C(C=NCc2cccnc2)=C(O)c2ccccc21	1.9µM*	5%	14%	-37%	?	0%	-3	-18%	2.1µM*	1	-3
COc1ccccc1N(CC(=O)NCc1ccc(F)cc1)C(=O)CCC(=O)Nc1ccccn1	1%	1%	-8%	32%	-3%	6%	0	-2%	1%	1	-12
O=C(CSc1nnc(-c2ccccc2)o1)NC1CC1	-13%	2%	13%	·	0%	6%	-33	·	11%	·	21
CC(Oc1cc(Cl)ccc1Cl)C(=O)N/N=C\c1ccnn1C (stereo not given)	1%	-4%	0%	9%	-5%	-2%	-1	5%	3%	0	-14
COc1cccc(NC(=O)Cn2c(CCC(=O)O)ccc2-c2ccc(C)cc2)c1	?	5%	0%	-15%	-7%	-2%	4	6%	-1%	5	-4
Cc1[nH]c2ccccc2c1/C=C(\C#N)C(=O)NCC1CCCO1 (stereo not given)	?	-1%	-3%	19%	-1%	-3%	19	27%	2%	-4	1
CN(CCCN1CCOCC1)C(=O)c1cc(COc2cccc(C(F)(F)F)c2)on1	3%	3%	-2%	3%	-9%	-11%	9	-10%	-1%	·	7
O=C(COC(=O)Cn1cnc2ccccc21)NCCCc1ccccc1	0%	1%	-1%	3%	-1%	-3%	1	0%	2%	-1	-1
Cc1cc(C)n(CC(=O)NCCC2=CCCCC2)n1	1%	0%	3%	-4%	-3%	0%	-4	-3%	1%	0	-2
COc1ccc(-c2ccc(S(=O)(=O)N3CCCC3)cc2)cc1	-1%	8%	-1%	19%	0%	0%	-4	5%	-6%	-5	11
O=C(Nc1ccccc1-c1ccccc1NC(=O)c1ccco1)c1ccco1	1%	-10%	-1%	1%	-8%	-9%	-3	-6%	6%	-1	-7
COc1cc(/C=C/C(=O)OCC(=O)NCc2ccc(F)cc2)ccc1O	·	-16%	·	·	·	1%	-10	·	14%	·	5
CC(=O)N1CCN(CCN=CC2=C(O)CC(c3cccs3)CC2=O)CC1 (stereo not given)	1%	0%	1%	-9%	-3%	-10%	5	-3%	-4%	2	-6
COc1ccc(CC(=O)OC(C)C(=O)NC2CCCCC2C)cc1 (stereo not given)	1%	3%	-2%	·	-1%	1%	-3	·	1%	·	20
COc1ccc(-c2nn(Cc3ccccc3)cc2C(=O)N2CCN(c3ncccn3)CC2)cc1	-1%	-1%	1%	·	-5%	1%	-2	·	-1%	·	8
Cc1cccc(NC(=O)C(=O)NCC2CCCN2S(=O)(=O)c2ccccc2)c1 (stereo not given)	-20%	-1%	11%	·	-3%	-6%	-7	·	?	·	4
O=C(N=Nc1c(O)n(C2OC(=O)c3ccccc32)c2ccccc12)c1ccco1 (stereo not given)	-1%	·	-2%	13%	19%	-1%	·	5%	5%	0	·
COc1cc(C=NNC(=O)Cn2nc(C)cc2C)ccc1OC(=O)C1CC1	·	6%	·	·	·	-4%	1	·	2%	·	3
CCC(C)(C)NC(=O)CN(C(=O)CCC(=O)Nc1cc(C)ccn1)c1ccc2c(c1)OCO2	-2%	-1%	-1%	27%	-2%	-5%	-5	-2%	-1%	1	-6
CN(CCCNC(=O)c1ccc(/C=N/O)nc1)CCCN(C)Cc1ccccc1	1%	5%	1%	-16%	-6%	2%	-35	-13%	1%	·	-7
C=C(C)C(=O)Nc1cccc(C2=NOC3(C2)C[C@@H](C(N)=O)N(C(=O)CC(c2ccccc2)c2ccccc2)C3)c1 (stereo not given in full)	1%	6%	-4%	4%	-7%	30µM*	-28	7%	-7%	7	-10
Cn1c(COc2ccc(Cl)cc2)nc2ccccc2c1=O	?	2%	16%	27%	24%	?	-3	12%	7%	0	-6
CC(C)c1ccc(CNC(=O)C(=O)NCC2CCCO2)cc1 (stereo not given)	0%	-3%	-1%	34%	0%	6%	-2	11%	8%	1	-7
C[C@H](CO)N1C[C@H](C)[C@@H](CN(C)S(=O)(=O)c2ccccc2)Oc2c(NC(=O)Nc3ccccc3)cccc2C1=O	·	8%	·	·	·	0%	-2	·	-5%	·	6
CCc1c(O)nc(SC2CC(=O)N(c3ccc(F)c(Cl)c3)C2=O)[nH]c1=O (stereo not given)	-1%	2%	0%	-9%	6%	-2%	12	0%	-1%	-1	6
COCc1c(N)c(C)nc(Cl)c1C#N	11µM*	1%	-12%	?	-11%	5%	-10	8%	4%	-22	1
CC1CCN(C(=O)CCS(=O)(=O)c2cc3c(cc2Cl)NC(=O)CO3)CC1	1%&4%	-10%	-2%	6%	-2%	-1%	-21	-4%	2%	0	-17
CCOc1ccc2c(c1)-c1c(ssc1=S)C(C)(C)N2C(=O)c1ccco1	-1%	-10%	-22%	12%	-34%[inhibitor]	2%	3	-10%	-1%	0	16
CC1CC(C)CN(C(=O)CNS(=O)(=O)c2cccs2)C1 (stereo not given)	-1%	2%	2%	5%	-3%	2%	4	8%	1%	0	-7
O=C(O)C1CCN(S(=O)(=O)c2ccc(Oc3ccccc3)cc2)CC1	3%	-5%	-1%	-5%	-1%	-6%	9	13%	-1%	14	-10
Cc1ccc(-n2ncc3c2CC(C)(C)CC3NC(=O)c2ccc[n+]([O-])c2)cc1 (stereo not given)	0%	0%	-4%	-2%	-1%	1%	·	-24%	5%	5	6
Cc1ccc(CONC(=O)c2ccc(OC(F)F)cc2)cc1	?	-6%	-25%	?	-4%	-4%	-12	-11%	8%	0	13
CSc1nc(SCCN(C)C)c2c3c(sc2n1)COC(C)(C)C3	3%	-4%	-2%	0%	-1%	3%	-8	-1%	-5%	2	45[activator]
COc1ccc(CCNc2cc(C)nc3c(-c4ccccc4OC)cnn23)cc1OC	4%	10%	-5%	-17%	4%	-1%	0	-8%	-7%	-5	7
Cc1ccc(S(=O)(=O)N2CCN(C(=O)COC(=O)COc3cccc(C(F)(F)F)c3)CC2)c(C)c1	·	-5%	·	·	·	0%	-16	·	0%	·	-25
